LDHA inh = qHTS assay for inhibitors of human lactate dehydrogenase | purified LDHA, NADH/diaphorase-resazurin fluorescence; hits give low values | activity change, % (values are at about 110 or 230 µM) | 480,000 compounds, 0.15% hits; in the data active means activity change below about -30%; inconclusive means mostly about -25% to -30%;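 further: plate controls were DMSO wells for no effect and wells without enzyme for full effect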
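Human LDH5 at 2 nM final in Tris HCl pH 7.4 with 0.06 mM NADH and 0.2 mM pyruvate, reacted 5 minutes at room temperature. Remaining NADH coupled via diaphorase/resazurin; resorufin fluorescence read at 0 and 20 minutes, normalized to enzyme-free and DMSO wells.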
Vif-A3G inh = qHTS for Inhibitors of Vif-A3G Interactions: qHTS. 410,000 compounds, 0.076% hits. HeLa A3G-eYFP + Vif (tagged APOBEC3G with the HIV-1 protein that degrades it), YFP fluorescence, overnight. Potency, µM (top dose mostly 46.1 µM), without a hit: at the top dose activity, negative = active, actives largely listed as inhibitors. DNA dC->dU-editing enzyme APOBEC-3G (Homo sapiens), Q9HC16;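 further: potency means the concentration at half of the fitted maximal effect; on the % scale 0 is the no-effect control and ±100 the full control effect; nearly all actives have a fitted effect of over 60% in size; hits raise eYFP signal because A3G escapes Vif-driven loss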
Target sequence (Q9HC16 whole entry, looked up): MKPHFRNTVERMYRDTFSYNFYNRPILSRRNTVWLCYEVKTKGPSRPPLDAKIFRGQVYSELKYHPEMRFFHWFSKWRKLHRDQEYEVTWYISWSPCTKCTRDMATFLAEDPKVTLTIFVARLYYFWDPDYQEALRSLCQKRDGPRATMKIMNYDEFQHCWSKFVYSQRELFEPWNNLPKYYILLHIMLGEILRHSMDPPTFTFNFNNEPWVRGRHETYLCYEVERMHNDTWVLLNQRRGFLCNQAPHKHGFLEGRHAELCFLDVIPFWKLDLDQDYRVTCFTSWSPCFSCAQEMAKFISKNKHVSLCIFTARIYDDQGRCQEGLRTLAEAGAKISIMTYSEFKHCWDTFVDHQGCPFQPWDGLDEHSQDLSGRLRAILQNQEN
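Read-out is eYFP fluorescence (Ex 488/Em 500-530) from Vif-expressing HeLa A3G-eYFP cells; more signal means A3G escaped Vif-mediated degradation. Cells plated overnight, compound pinned in, incubated overnight at 37 deg C.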
PI4K2A block = qHTS for small molecular inhibitors of PI4K2A. activity change, negative = inhibition, % at 76.9 µM. purified PI4K2A, ADP-Glo luminescence, 1 h; hits give low values. Phosphatidylinositol 4-kinase type 2-alpha (Homo sapiens), Q9BTU6. AID 1346378, 2018. 420,000 compounds, 0.13% hits; in the data active means activity change below about -50%; inconclusive means mostly about -30% to -49%;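 further: -100% = wells without enzyme as full effect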
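Compounds are screened against recombinant PI4K2A using PI as substrate and ATP, the latter dispensed at 300 microM. Reactions run one hour at ambient temperature before ADP-Glo detection; full inhibition defined by wells lacking enzyme.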
Vif-A3F inh = qHTS for Inhibitors of Vif-A3F Interactions: qHTS. Potency, µM (highest dose often 46.1 µM), without a hit: at the highest dose activity, negative = active. HeLa A3F-eYFP + Vif (tagged APOBEC3F with the HIV-1 protein that degrades it), YFP fluorescence increase. 390,000 compounds, 0.2% hits. AID 602313, 2012; further: potency means the concentration at half of the fitted maximal effect; % of control where 0% means no effect; nearly all actives have a fitted effect of over 65% in size
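Fluorescence increase (Ex 488/Em 500-530) after overnight compound treatment at 37 deg C flags inhibition of Vif-driven A3F-eYFP loss in stable HeLa A3F-eYFP/Vif cells seeded overnight beforehand.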
mIDH1 inhibitor = qHTS for Inhibitors of mutant isocitrate dehydrogenase 1 (IDH1): qHTS; IDH1-R132H enzyme, NADPH consumption, diaphorase/resazurin fluorescence; Isocitrate dehydrogenase [NADP] cytoplasmic (Homo sapiens), O75874; 390,000 compounds, 0.093% hits; Potency, µM (doses to about 76.6 µM), for inactives: top-dose activity change, negative = inhibition, most hits filed as inhibitors; further: potency means the concentration at half of the fitted maximal effect; on the % scale 0 is the no-effect control and ±100 the full control effect; nearly all actives have a fitted effect of over 65% in size
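IDH1-R132H (0.5 ug/mL) preincubated 30 min with compound, then NADPH (0.016 mM) and alpha-KG (2 mM) added; 80 min at RT, pH 7.5. Remaining NADPH coupled via diaphorase/resazurin to fluorescence (540/590 nm); concentration-response curves normalized to no-enzyme control.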
RXFP1 agonist = qHTS Assay for Agonists of the Relaxin Receptor RXFP1; Relaxin receptor 1 (Homo sapiens), Q9HBX9; HEK293T-RXFP1 cAMP TR-FRET, 30 min; response scale: percent of porcine relaxin response, buffer zero; Potency, µM (highest dose often 57.5 µM), without a hit: at the top dose activation, usual class: activators; 370,000 compounds, 0.3% hits; further: potency means the concentration at half of the fitted maximal effect; on the % scale 0 is the no-effect control and ±100 the full control effect; nearly all actives have a fitted effect of over 60% in size; many of its hits are not listed in these tables
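HEK293 cells stably expressing RXFP1, treated 30 min at 37C with compounds plus PDE4 inhibitor Ro 20174; cAMP measured by HTRF TR-FRET. Normalized to buffer and 29 nM porcine relaxin; EC50 by Hill fit.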
USP1 inh = Inhibitors of USP1/UAF1: Primary Screen. 390,000 compounds, 0.23% hits. recombinant USP1/UAF1, Ub-Rhodamine cleavage fluorescence. Potency, µM (top dose mostly 57.1 µM), without a hit: at the highest dose activity change, negative = inhibition, hits mostly inhibitors. Ubiquitin carboxyl-terminal hydrolase 1 (Homo sapiens), O94782; further: potency means the concentration at half of the fitted maximal effect; on the % scale 0 is the no-effect control and ±100 the full control effect; nearly all actives have a fitted effect of over 60% in size; inactives centre near -12
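USP1/UAF1 complex (1 nM) preincubated 15 min at room temperature with compound, then Ub-Rho substrate (150 nM final) added. Kinetic fluorescence at 480/540 nm over 6 reads at 60 s intervals; 50 mM HEPES pH 7.8, 0.5 mM EDTA, 0.1 mg/ml BSA, 1 mM TCEP, 0.01% Tween-20.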
TrxR1 substrate = qHTS Assay for Substrates of Mammalian Selenoprotein Thioredoxin Reductase 1 (TrxR1): qHTS | Thioredoxin reductase 1, cytoplasmic (Rattus norvegicus), O89049 | purified TrxR1 substrate turnover, NADPH consumption readout | Potency, µM (series often up to 114 µM), for the others: at the highest dose activity change, negative = substrate turnover | 390,000 compounds, 0.01% hits; further: potency means the concentration at half of the fitted maximal effect; on the % scale 0 is the no-effect control and ±100 the full control effect; nearly all actives have a fitted effect of over 50% in size
Target sequence (O89049 whole entry, looked up): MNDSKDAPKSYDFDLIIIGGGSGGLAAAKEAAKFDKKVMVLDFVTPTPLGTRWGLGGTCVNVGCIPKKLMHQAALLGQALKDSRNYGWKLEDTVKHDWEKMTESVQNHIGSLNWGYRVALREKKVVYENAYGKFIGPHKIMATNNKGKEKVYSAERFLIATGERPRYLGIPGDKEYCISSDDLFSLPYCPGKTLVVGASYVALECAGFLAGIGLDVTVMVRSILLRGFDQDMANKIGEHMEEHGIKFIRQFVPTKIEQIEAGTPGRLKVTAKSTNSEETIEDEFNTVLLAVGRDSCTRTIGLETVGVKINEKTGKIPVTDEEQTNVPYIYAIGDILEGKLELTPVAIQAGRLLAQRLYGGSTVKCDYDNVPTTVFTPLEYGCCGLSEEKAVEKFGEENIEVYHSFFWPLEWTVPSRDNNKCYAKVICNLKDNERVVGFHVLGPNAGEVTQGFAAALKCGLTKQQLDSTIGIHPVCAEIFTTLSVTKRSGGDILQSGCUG
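Rat TrxR1, dispensed at 90 nM, was prereduced with 400 uM NADPH (final) for 5 min at ~22 deg C, then incubated with compound 15 min before 400 uM selenite. A first-read NADPH fluorescence drop versus no-compound background flagged substrates.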
Glioma ERSR ind = qHTS for Inducers of the Endoplasmic Reticulum Stress Response (ERSR) in Human Glioma: qHTS; Potency, µM, inactives show at the highest dose activation, hits mostly activators; U87-MG GRP78 promoter luciferase reporter, 16 h; 420,000 compounds, 0.02% hits; further: potency means the concentration at half of the fitted maximal effect; series mostly up to about 76 µM; % of control where 0% means no effect; nearly all actives have a fitted effect of over 35% in size
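Stably transfected U87-MG human glioma cells carrying a GRP78-based luminescent sensor were seeded at 1000 cells/well, pin-dosed with compounds and incubated 16 h. Luciferase reagent was then added, and end-point luminescence was read after 10 min at room temperature.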
Active calls of the source: *; ? = inconclusive; nt = not tested or not shown; & = joins results of further samples; [ ] = another dose, or the depositor's remark. Unless noted, the call rests on the fitted dose curve; in most records, active means well fitted curve in the direction sought with a large enough effect; inconclusive means small, poorly fitted or top-dose-only effect, or another doubt; inactive means no such curve, though single readings can be large; an effect the other way counts as inactive or inconclusive.

SMILES	LDHA inh	Vif-A3G inh	PI4K2A block	Vif-A3F inh	mIDH1 inhibitor	RXFP1 agonist	USP1 inh	TrxR1 substrate	Glioma ERSR ind
COCCOC(=O)C1=C(C)NC(=O)NC1c1ccc(-c2ccc(F)cc2)o1 (configuration not stated)	-3	-1%	5	2%	-7%	-0.2%	-1%	0%[57.1 µM]	-5%
CCC(CC)C1C(C#N)=C(N)SC(N)=C1C#N	15	0%	-3	4%	-1%	0.4%	-13%	17%[57.1 µM]	-4%
CCOC(=O)C1=C(C)N(C)C(=O)NC1c1cccc([N+](=O)[O-])c1 (configuration not stated)	0	-1%	3	0%	5%	nt	-28%	4%[57.1 µM]	-3%
CCOC(=O)C1CCCN(C(=O)c2nn(-c3ccc(C)cc3)c(=O)c3c2c2ccccc2n3C)C1 (configuration not stated)	3	nt	2	nt	nt	5.5%	5%	-2%	nt
CCOC(=O)c1[nH]c(C)c(C(=O)OC)c1C	-7	-1%	-3	3%	-9%	1.0%	-6%	-4%[57.1 µM]	-7%
COCCCn1c(SCc2nnc(-c3ccccc3)o2)nc2sc3c(c2c1=O)CCC3	-4	1%	-9	5%	1%	2.4%	-9%	2%	-2%
O=C(CSc1nnc(-c2ccccc2F)o1)N1CCNC1=O	-3	-3%	-3	4%	6%	-0.8%	-6%	1%	-6%
CC(C)c1ccc(NC(=O)CCCc2nc(-c3ccc(Cl)cc3)no2)cc1	-7	2%	-1	-5%	-15%	1.8%	-5%	-3%	-3%
Cc1ccc(OCCNc2cc(N3CCN(CCO)CC3)ccc2[N+](=O)[O-])cc1C	-7	-23%	0	1%	0%	1.1%	-23%	-13%	5%
Cc1cccc(/C(N)=N/OC(=O)CCc2ccccc2)c1	1	-1%	0	0%	4%	-1.9%	2%	7%	3%
CCCNC(=S)N1CCN(c2nc(C)nc3sc4c(c23)CCCC4)CC1	-11	-5%	1	9%	-9%	0.3%	-17%	-2%[57.1 µM]	-3%
O=C(CCOc1ccccc1)N1CCN(S(=O)(=O)c2ccccc2F)CC1	-4	1%	1	1%	7%	1.2%	-13%	1%	-2%
CCOc1ccc(N=Cc2c(O)n(-c3cccc(C)n3)c(=O)c3ccccc23)cc1	10	-6%	2	5%	2%	3.2%	-20%	0%	0%
COc1ccc(NC(=O)CCN2CCN(S(=O)(=O)c3ccc(Cl)cc3)CC2)cc1	-11	1%	-2	8%	0%	1.9%	-5%	6%	-4%
Cc1ccc2oc(Nc3nc(C)cc(C)n3)nc2c1	4	-6%	-1	-8%	9%	2.3%	-17%	15%[57.1 µM]	1%
C[C@H]1CN([C@@H](C)CO)S(=O)(=O)c2ccc(Br)cc2O[C@@H]1CN(C)C(=O)Cc1cccnc1	1	2%	1	-4%	1%	nt	-16%	nt	-4%
CCn1c(=O)c(C(=O)NNS(=O)(=O)c2ccc(C)cc2)c(O)c2ccccc21	3	-10%	0	-9%	-1%	0.5%	-12%	7%	-6%
CCCc1nnc(NC(=O)c2cc(=O)c3ccccc3o2)s1	9&-4	-1%	-1	-5%	-8%	4.7%	-6%	-10%	1%
O=[N+]([O-])c1cc(Br)ccc1C[n+]1ccccc1	-5	-1%	-1	6%	5%	nt	-7%	8%[57.1 µM]	-6%
CCN1CCN(c2cc(C)c3cc(NC(=O)CCC(=O)N4CCN(c5ccccc5OC)CC4)ccc3n2)CC1	-3	-5%	-1	-7%	5%	2.2%	-19%	31%[activator]	1%
CC1=C(C#N)S(=O)(=O)C(C#N)C(c2ccccc2)C1 (configuration not stated)	0	-3%	4	-4%	7%	-0.7%	-15%	3%	-3%
CCOC(=O)c1cc(CC)sc1NC(=O)CN1C(=O)C(=O)N(CC(C)C)C1=O	-2	0%	-1	1%	0%	5.5%	-22%	5%	-3%
COc1ccc2cc(C(=O)NCCc3ccccc3)[nH]c2c1	-1	0%	4	1%	-9%	1.2%	-23%	-12%	5%
Cc1c(CCC(=O)O)c(=O)oc2cc3occ(-c4ccccc4)c3cc12	-4	-2%	-4	0%	?	-1.2%	-22%	8%	-11%
O=CNc1ccc(/C=C/c2ccnc3ccccc23)cc1	1	-6%	nt	nt	nt	nt	nt	9%	-3%
CSc1nnc(-c2ccco2)c(-c2ccco2)n1	7	-8%	-13	-6%	8%	8.3%	-22%	-9%	-3%
CC(=O)Nc1ccc(NC(=O)CCC(=O)Oc2ccc(C)cc2)cc1	0	-1%	0	-7%	-6%	-0.1%	-14%	4%	-3%
CCc1cc(=O)oc2cc(C)cc(OCC(=O)NC3CCN(Cc4ccccc4)CC3)c12	-8	4%	-3	-4%	-1%	1.8%	-4%	38%[activator]	-3%
CC(=O)Nc1ccc(C(=O)COC(=O)c2ccco2)c(F)c1	-1	1%	-2	-2%	-11%	4.1%	-13%	-4%	0%
Cc1c(Cl)c([N+](=O)[O-])nn1CC(=O)N1CCCc2ccccc21	3	0%	-2	6%	-2%	1.6%	-10%	7%	-1%
C[C@H](CO)N1C[C@H](C)[C@H](CN(C)S(=O)(=O)c2ccc(Oc3ccccc3)nc2)OCc2cnnn2CCCC1=O	-15	1%	-1	-5%	-8%	nt	-17%	nt	-3%
O=C(NCC1CCCO1)C1CC1(c1ccccc1)c1ccccc1 (configuration not stated)	0	-2%	0	7%	7%	0.1%	-26%	-14%	0%
CCOc1nc(SCCOc2ccccc2)nc(N(C)C)n1	-4	2%	4	-1%	-4%	0.0%	-4%	-7%[57.1 µM]	-1%
CCc1sc(C(=O)N2CCN(c3ccc(F)cc3)CC2)cc1C	0	0%	0	-23%	4%	0.9%	-4%	-7%	-2%
Cc1ccccc1COc1ccc(/C=C(\C#N)C(N)=O)cc1	1	-1%	10	-4%	1%	-0.3%	-3%	3%[57.1 µM]	-1%
COc1ccc(-c2nc3c4ccccc4n(CC(=O)Nc4ccc(C(C)C)cc4)c(=O)n3n2)cc1	-3	-5%	1	-5%	2%	2.9%	-16%	5%[57.1 µM]	-1%
CC(=O)c1c(C)[nH]c(C(=O)OCC(=O)Nc2cc(Cl)ccc2[N+](=O)[O-])c1C	-3	6%	5	-11%	8%	0.1%	-25%	-8%	-3%
CC(=O)Nc1c(C)nn(C(C)=O)c1C	-13	1%	5	-11%	-4%	-0.1%	-8%	-3%	-6%
CCc1cc(=O)oc2cc(C)cc(O)c12	0	0%	2	-5%	-2%	?	-7%	-3%	-2%
COc1ccc(-c2cc(C(=O)N3CCCC3)c3ccccc3n2)cc1	-5&-9	-9%	-5	-8%	19%	5.2%	-17%	181%[activator][57.1 µM]	3%
O=C(O)C1C(C(=O)Nc2ccc(Cl)cc2)C2C=CC1C21CC1 (configuration not stated)	-10	-1%	5	-14%	13%	0.7%	-17%	4%	-3%
CCn1cc(C(=O)NCCCOC)c(=O)c2cc(S(=O)(=O)N3CCCC3)ccc21	-1&-2	-1%&1%	5&0	2%&-3%	0%&-5%	2.3%&6.5%	-14%&3%	6%&-8%	-9%&-2%
Cc1ccc(C(=O)NC2=NC(c3ccc(C)cc3)CC(=O)N2)cc1 (configuration not stated)	-4	0%	-1	-2%	-20%	-2.7%	-15%	-6%	-4%
Cc1cc(Oc2ccccc2)nc(N)n1	-3	-1%	4	-10%	3%	1.6%	-19%	13%	-3%
O=C(NN1CCCCCC1)c1ccccc1F	-5	-13%	7	-24%	-9%	nt	-23%	5%	-1%
CCCCNC(=O)c1c(CSc2ccc(Cl)cc2)noc1C(=O)NCCC	1	-1%	6	-1%	13%	0.1%	-26%	16%	1%
COc1ccc(C(F)(F)F)cc1N/C=C/c1nnnn1-c1ccc2ccccc2c1	-7	0%	0	10%	7%	4.8%	-17%	26%[57.1 µM]	-2%
O=c1oc2ccccc2c(N2CCCC2)c1CN1CCCC1	0	-1%	1	2%	-3%	0.0%	-1%	-7%	-2%
O=C(Nc1cccc(Cl)c1)N1CCCC1	-4	0%	-6	-2%	8%	0.3%	-15%	-2%	0%
CC(C)(C)c1ccc(OCC(O)CNC(=O)c2ccccc2C(=O)O)cc1 (configuration not stated)	3	3%	3	6%	2%	nt	-11%	-4%	-2%

High-throughput results (PubChem BioAssay)

Some of the compounds tested; the hit share may differ from the screen's.
